# MOR-DOR inv ag: inverse agonists of MOR-DOR heterodimerization, primary screen, cell-based, luminescence; Mu-type opioid receptor (Homo sapiens) + Delta-type opioid receptor (Homo sapiens), …; cell-based MOR-DOR heterodimer luminescence, inverse agonism; inhibition, % at 9.3 µM; 340,000 tested, 0.21% active; AID 504357, 2011; in the data active means inhibition above about 22%, passing the limit was not always enough;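 further: 0% = cells with DMSO and 100% = wells without cells with DMSO; values of inactives mirror those of a sister screen read the other way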
# Target sequence (P35372 whole entry, looked up): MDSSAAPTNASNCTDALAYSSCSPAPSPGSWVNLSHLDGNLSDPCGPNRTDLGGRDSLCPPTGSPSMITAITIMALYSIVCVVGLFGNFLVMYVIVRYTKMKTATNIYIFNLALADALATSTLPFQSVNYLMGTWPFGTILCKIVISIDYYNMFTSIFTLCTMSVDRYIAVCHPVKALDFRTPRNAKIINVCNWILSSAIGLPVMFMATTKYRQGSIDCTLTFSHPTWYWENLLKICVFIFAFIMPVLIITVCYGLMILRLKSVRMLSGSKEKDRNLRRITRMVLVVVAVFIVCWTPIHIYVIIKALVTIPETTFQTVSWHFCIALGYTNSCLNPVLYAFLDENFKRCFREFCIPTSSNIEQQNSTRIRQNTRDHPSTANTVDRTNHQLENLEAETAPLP
# Target sequence (P41143 whole entry, looked up): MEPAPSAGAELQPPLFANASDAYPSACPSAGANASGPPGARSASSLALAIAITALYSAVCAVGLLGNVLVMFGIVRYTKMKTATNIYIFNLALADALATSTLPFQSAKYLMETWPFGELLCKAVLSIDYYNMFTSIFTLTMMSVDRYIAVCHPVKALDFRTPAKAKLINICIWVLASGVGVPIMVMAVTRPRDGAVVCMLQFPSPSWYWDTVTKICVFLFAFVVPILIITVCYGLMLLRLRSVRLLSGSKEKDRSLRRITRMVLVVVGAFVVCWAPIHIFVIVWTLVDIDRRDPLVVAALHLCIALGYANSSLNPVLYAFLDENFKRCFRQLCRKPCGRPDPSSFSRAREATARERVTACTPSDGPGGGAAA
# Tat export inh: E. coli Tat export inhibitors, primary screen, MC4100, TorA-mCherry reporter, fluorescence, single point; AID 488895, 2010; inhibition, % at 10 µM; 340,000 tested, 0.036% active;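 active means mean replicate inhibition at least 50% and at least half of replicates individually reaching 50%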;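 further: exported cargo escapes ClpAP degradation while cytoplasmic cargo is degraded and loses fluorescence; 0% = median of neutral control wells and 100% = median of NaSCN control wells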
# DSG3 Ab inh: inhibitors of pemphigus antibody binding to DSG3, primary screen, biochemical, bead-based, flow cytometry, scFv-GFP. Desmoglein-3 (Homo sapiens), P32926. DSG3-coupled beads, scFv-anti-DSG3-GFP binding; active compounds read low. binding (percent of control), % at 10 µM. 310,000 tested, 0.48% active. AID 588358, 2011;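 active means binding more than 3 SD below its plate's average and above zero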;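 further: hits lower antibody fragment binding to DSG3; some compounds called inactive have numbers as strong as hits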
# PfHsp90 set2: growth inhibition of PfHsp90-expressing yeast, primary screen, antimalarial PfHsp90 inhibitor project, S. cerevisiae, BacTiter-Glo luminescence, single point, set 2. BacTiter-Glo ATP, 48 h; yeast lacking PDR1 and PDR3 efflux regulators. inhibition, % at 9.4 µM. 310,000 tested, 0.32% active. AID 504621, 2011;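 active means every replicate shows inhibition above about 80%, whatever the replicate mean, limit read from the data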;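 further: 0% = DMSO neutral controls and 100% = 20 µM radicicol positive controls; yeast relying on Plasmodium falciparum Hsp90 in place of its own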
# phage Ecoli inh: growth loss of phage-infected E. coli, primary screen, RecBCD inhibitor project, absorbance, with phage, HTS; inhibition, % at 11.9 µM; 360,000 tested, 0.26% active; AID 651602, 2012; in the data active means inhibition above about 11%
# PKA-R1A activ: activators of PKA-R1A holoenzyme, primary screen, biochemical, fluorescence polarization, Cy5-IP20, bovine R1A, mouse PKAc. cAMP-dependent protein kinase type I-alpha regulatory subunit (Bos taurus) + …. PKA-R1A dissociation; scaled: DMSO 0%, 113 µM cGMP 100%. activation, % at 11.4 µM. 340,000 tested, 0.083% active;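 active means percent activation above the mean of all tested compounds plus 3 SD, cut at about 19% in these data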;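 further: higher means more PKAc released from R1A so a rise in polarization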
# Mot1-301 SUMO: yeast Mot1-301 growth rescue at high temperature, primary screen, SUMOylation pathway inhibitor project, S. cerevisiae, ATP luminescence, 38.5C; growth rescue, % at 18.8 µM; 320,000 tested, 1% active; S. cerevisiae Mot1-301 growth rescue; percent above DMSO median, 100 means doubled;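 active means every valid replicate shows activation above 250% relative to neutral control wells; inactive means the rest, any valid replicate at or below 250%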;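 further: OY570 slx delta 5 strain wells were the positive control but not used for scaling; some compounds called inactive have numbers as strong as hits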
# AddAB inh: growth inhibition of E. coli expressing H. pylori AddAB, primary screen, AddAB inhibitor project, absorbance | inhibition, % at 11.9 µM | 330,000 tested, 0.29% active; in the data active means inhibition above about 12%;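 further: 0% = vehicle wells of infected cells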
# MOR-DOR ag: agonists of OPRM1-OPRD1 heterodimerization, primary screen, cell-based, luminescence; AID 504326, 2011; 340,000 tested, 0.3% active; activation, % at 9.3 µM; cells; Mu-type opioid receptor (Homo sapiens) + Delta-type opioid receptor (Homo sapiens), …; in the data active means activation above about 18%;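 further: 0% = vehicle-treated cells and 100% = reference agonist; values of inactives mirror those of a sister screen read the other way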
# Arr AP2 block: inhibitors of beta-arrestin/AP2 binding, primary screen, biochemical, GPCR trafficking, flow cytometry. beta-arrestin 1 C-terminal peptide binding to AP2 beta2-adaptin appendage (human). FITC-arrestin peptide / GST-AP2 beads; AP2 beta2 appendage carries R879A mutation. inhibition, % at 10 µM. 340,000 tested, 0.31% active;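 active means inhibition above a set limit, near 3 SD of compounds lacking own fluorescence, cut at about 54% in these data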;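 further: plate controls were DMSO wells for no effect and 5 µM unlabelled arrestin peptide for full effect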
#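 Material – AP2 appendage R879A on GSH beads · Buffer or medium – PBS with 0.05% Tween 20 and 0.1% BSA · Probe or stimulus – fluorescein-tagged arrestin peptide at 50 nM final · Incubation – compound with beads 12 min RT, then probe 1 h RT · Detection – high-throughput flow cytometry of beads, ex 488, em 535 nm · Evaluation – percent response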
# E coli growth: E. coli V3065 growth inhibition, primary screen, counter-screen for AddAB inhibitor project, absorbance, OD600. 18 h. inhibition, % at 11.9 µM. 330,000 tested, 0.27% active;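 active means inhibition above the campaign's mean inhibition across all tested compounds plus 3 SD, cut at about 9.9% in these data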;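 further: uninfected addAB+ strain grown without phage in ampicillin broth; 0% = DMSO wells and 100% = ciprofloxacin 0.95 µg/ml wells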
# * marks the source's active call; other numbers are inactive results; x = no result given. A portion of the library; count on the stated rates, not on these rows.
SMILES,MOR-DOR inv ag,Tat export inh,DSG3 Ab inh,PfHsp90 set2,phage Ecoli inh,PKA-R1A activ,Mot1-301 SUMO,AddAB inh,MOR-DOR ag,Arr AP2 block,E coli growth
Cc1ccc(N2C(=O)NC(=O)/C(=C\C=C\c3ccco3)C2=O)cc1C,3,-10,95,0,3.4,0,23,5.0,-0.5,27,-0.7
O=S(=O)(c1ccccc1)N1CCN2CCCC2C1 (stereo unspecified),8,-3,101,2,1.8,6,-4,4.2,-1.6,-19,0.7
O=C(c1ccc(-c2ccccc2)cc1)C1CCCN(Cc2ccn[nH]2)C1 (stereo unspecified),-1,5,103,9,1.7,-4,6,4.0,0.2,4,-0.4
CN(C)CCCN=Cc1c(O)n(CCc2ccc(F)cc2)c(=O)[nH]c1=O,5,-13,x,x,2.3,1,-23,0.4,-0.8,-3,-0.8
CN1C(=O)N(C)C(=O)C2(Cc3cc([N+](=O)[O-])ccc3N(C)C2c2ccccc2)C1=O (stereo unspecified),3,-2,102,-1,2.2,-1,0,3.3,-0.5,5,0.3
Cc1cc(O)c2c3c(c(=O)oc2c1)CCC(C)C3 (stereo unspecified),11,-2,116,-6,6.0,-3,-19,1.6,-2.2,34,4.5
O=P1(NCCCn2cc[n+](Cc3nc4ccccc4[nH]3)c2)C=C(c2ccccc2)OC(c2ccccc2)=C1,23,3,112,1,0.8,-5,-11,-4.2,-4.3,-11,-1.8
CC(C)(Cl)[N+](=O)[O-],5,7,101,7,1.2,-17,7,0.8,-1.0,-2,-3.2
COC(=O)C1=C(c2ccc(F)cc2F)C[C@@H]2CC[C@H]1N2C(=O)N1CCCC1,3,10,103,-8,2.5,-5,-24,0.3,-0.6,-1,-2.1
CCCCCCOc1ccc(CN2CCN(C)CC2)cc1,-2,-8,98,x,3.7,-7,22,1.3,0.4,3,0.9
CCOc1ccc(-n2c(-c3cccs3)nc3ccccc3c2=O)cc1,-3,-8,99,-9,2.7,-9,3,1.7,0.5,-6,0.2
CNC(=O)Oc1cccc(-c2cn3cc(OC(=O)NC)ccc3n2)c1,-24,-11,80,-30,0.7,-2,66,2.9,3.6,15,-1.8
CCCCCCCCN=Cc1c(O)[nH]c(=O)[nH]c1=O,x,0,96,-4,0.7,x,-11,3.3,x,1,-1.3
CC1CC(C)CN(C(=O)COC(=O)c2cn(C)c3ccccc23)C1 (stereo unspecified),10,5,101,x,1.1,-2,1,0.6,-2.5,31,1.1
O=C(C[N+]12CCC(CC1)C(C(O)(c1ccccc1)c1ccccc1)C2)c1ccc(Br)cc1 (stereo unspecified),-2,-11,106,23,3.8,-6,-11,2.3,0.4,6,-0.2
C=C(C)CSc1nnc([C@@H](N)Cc2ccccc2)o1,2,0,113,-3,-1.1,-4,-1,-0.1,-0.3,41,-2.5
CC1OC(OC2C(O)CC(OC3C(O)CC(OC4CCC5(C)C(CCC6C5CCC5(C)C(C7=CC(=O)OC7)C(O)CC65O)C4)OC3C)OC2C)CC(O)C1O (stereo unspecified),-320,11,94,-13,0.2,7,x,x,62*,-18,x
COC(=O)C1=C(c2cccc(OCc3ccccc3)c2)C[C@@H]2CC[C@H]1N2C(=O)NCc1ccc2[nH]ccc2c1,11,1,98,-22,3.3,-14,16,2.1,-2.1,23,1.8
Cn1c(O)c(C2=NNC(c3ccc(Cl)cc3)C2)c(=O)n(C)c1=O (stereo unspecified),4,-17,102,-9,-0.7,-3,-1,0.1,-0.7,7,0.2
COC(=O)C1=C(c2ccc(OC)c(OC)c2)C[C@@H]2CC[C@H]1N2C(=O)N1CCc2cc(OC)c(OC)cc2C1,19,2,97,-44,3.5,1,-15,1.4,-4.1,2,2.8
O=C(N/N=C/c1c(O)n(C2CCCCC2)c(=S)[nH]c1=O)c1ccccc1O,16,0,99,10,5.0,-18,-5,7.8,-3.1,-3,3.3
CCCN1CCC2(CC1)NC(CO)(CO)CO2,7,-1,x,12,2.2,-12,3,2.2,-1.2,-8,2.2
COC(=O)C1=C(c2ccc(F)cc2OCc2ccccc2)C[C@@H]2CC[C@H]1N2C(=O)NCCN1CCOCC1,-4,7,105,12,1.4,-6,2,1.4,0.7,5,0.5
Nc1ccc(Br)cc1C(=O)c1ccccc1,-23,4,107,-8,3.2,3,-12,1.3,4.6,-5,-0.6
c1ccc(CN2CCc3nc4ccccc4cc3C2)cc1,1,-3,98,-1,-2.5,-8,5,2.4,-0.2,-20,1.9
O[C@H]1C2CCC1C(N1CCCCC1)CC2 (stereo partly specified),5,-8,97,-36,0.3,-10,-14,3.0,-0.8,6,1.0
O=C(COc1ccc2c3c(c(=O)oc2c1)CCC3)N1C[C@H]2C[C@@H](C1)c1cccc(=O)n1C2,4,3,103,-4,4.6,8,172,2.4,-0.8,15,-0.3
Cn1c(=O)oc(=O)c2ccccc21,4,-6,96,x,2.9,1,x,x,-0.8,1,x
CCN1CCN(Cc2cc(Br)cc(OC)c2O)CC1,8,9,107,11,-0.2,-11,7,-3.0,-1.4,-17,-4.7
CCOc1ccc(NC(=O)c2c(C)nn(Cc3ccccc3)c2Cl)cc1,-30,-13,100,x,2.9,2,3,3.9,5.7,-3,2.6
Clc1ccc(Cn2ccnc2)cn1,9,-7,115,x,0.2,-15,-3,0.5,-1.8,-28,0.4
COc1cccc(-n2c(-c3ccoc3)nc3ccccc3c2=O)c1,14,-12,97,-7,1.1,2,-15,0.2,-2.7,38,0.5
CC(=O)Nc1ccc(OC(=O)N(C)C)cc1,18,2,97,1,1.2,-4,10,-0.8,-3.7,28,0.9
Cc1cccc(OCC(=O)N2CCN(Cc3cccnc3)CC2)c1,1,-3,x,-28,0.1,4,3,3.7,-0.3,46,0.8
CC1CN=C(Nc2cccc3ccccc23)S1 (stereo unspecified),-11,-3,102,-25,-2.5,-7,19,-2.8,1.9,10,-3.1
COC(=O)C1=C(c2ccc(F)cc2F)C[C@@H]2CC[C@H]1N2C(=O)N1CCC(C)CC1,-7,5,x,-1,3.3,12,20,0.6,1.3,-1,-1.1
O=C(N1CCCCCC1)N1CC1,6,-13,96,10,2.0,-7,x,x,-1.3,10,x
Cc1ccsc1C(=O)C1CCCN(Cc2cccc(OCCO)c2)C1 (stereo unspecified),1,6,103,17,2.4,-2,1,4.4,-0.1,-4,1.1
CC(=O)N1N=C(c2cccnc2)OC1c1ccccc1Cl (stereo unspecified),16,9,95,0,4.8,-10,0,0.2,-3.2,5,-0.7
CCOc1cc2c(cc1OCC)-n1cccc1C(c1cccc(OCC)c1O)NC2 (stereo unspecified),2,4,101,5,1.7,-14,-22,-0.7,-0.5,5,-2.8

# Another view of some results above:
canonical_smiles	MOR-DOR inv ag	Tat export inh	DSG3 Ab inh	PfHsp90 set2	phage Ecoli inh	PKA-R1A activ	Mot1-301 SUMO	AddAB inh	MOR-DOR ag	Arr AP2 block	E coli growth
CCCCCCCCN=Cc1c(O)[nH]c(=O)[nH]c1=O	x	0	96	-4	0.7	x	-11	3.3	x	1	-1.3
O=C(COc1ccc2c3c(c(=O)oc2c1)CCC3)N1C[C@H]2C[C@@H](C1)c1cccc(=O)n1C2	4	3	103	-4	4.6	8	172	2.4	-0.8	15	-0.3
CC(C)(Cl)[N+](=O)[O-]	5	7	101	7	1.2	-17	7	0.8	-1.0	-2	-3.2
Nc1ccc(Br)cc1C(=O)c1ccccc1	-23	4	107	-8	3.2	3	-12	1.3	4.6	-5	-0.6

# Other entries follow.
SMILES,MOR-DOR inv ag,Tat export inh,DSG3 Ab inh,PfHsp90 set2,phage Ecoli inh,PKA-R1A activ,Mot1-301 SUMO,AddAB inh,MOR-DOR ag,Arr AP2 block,E coli growth
COc1ccc(-[n+]2c(-c3ccccc3)cc(-c3ccc(C)cc3)cc2-c2ccccc2)cc1,4,1,117,9,2.8,7,3,5.5,-0.8,1,0.7
COc1ccc(NC(=O)c2cn(CCC#N)nc2-c2cccc(Br)c2)cc1,12,-1,88,1,0.9,-3,23,0.5,-2.5,-10,1.2
O=C(Nc1ccc(Cl)cc1C(=O)c1ccccc1Cl)c1ccco1,11,3,99,5,0.4,2,18,1.8,-2.0,3,0.7
Cn1c(O)c(/C=C2\C=c3ccccc3=NC2=O)c(=O)n(C)c1=O,2,-8,112,10,4.3,-9,-1,x,-0.6,7,x
Cc1cc(C)nc(NC2=NCCS2)n1,-1,-7,100,19,3.9,-8,-4,3.9,0.1,6,2.3
CCN1CC2C3CCC(C)(O3)C2C1 (stereo unspecified),19,-1,82,5,0.8,-1,8,-1.7,-3.6,-9,0.0
CCCCn1c(O)c(C(C)=NC(C)c2ccccc2)c(=O)[nH]c1=O (stereo unspecified),-6,4,125,-11,1.3,1,x,-1.3,1.0,-2,1.3
Cc1ccc2[nH]c3c(c2c1)CN(C(=O)CN1C[C@H]2C[C@@H](C1)c1cccc(=O)n1C2)CC3,12,-4,111,22,1.7,2,132,4.4,-2.5,9,0.5
COC(=O)C(O)(c1ccc(NC(=S)NC(=O)c2ccc(Cl)cc2Cl)cc1)C(F)(F)F (stereo unspecified),-23,6,102,5,2.0,-2,94,2.0,3.9,-9,-1.5
O=[N+]([O-])c1ccc(N2CCCCC2)c2ncccc12,-8,-1,97,8,4.4,-7,-10,0.3,1.5,-20,-2.3
O=C1NC2C(O)C(O)C(O)C(O)C2c2cc3c(c(O)c21)OCO3 (stereo unspecified),1,1,96,-23,3.3,-3,x,x,-0.2,3,x
COC1=CC(=O)OC(CCc2ccc3c(c2)OCO3)C1 (stereo unspecified),5,1,124,3,1.3,-7,x,x,-0.9,8,x
COC(=O)C1=C(c2ccccc2OCc2ccccc2)C[C@@H]2CC[C@H]1N2C(=O)NCc1cccc(F)c1,7,11,95,4,1.0,-10,3,1.1,-1.3,-7,-1.2
CCCNC1=C(C)C(=O)C2=C(C1=O)C(COC(N)=O)[C@]1(OC)C3NC3CN21 (stereo partly specified),5,9,96,-10,23*,-14,-18,44*,-1.2,34,46*
O=C1NC(=O)C(=Cc2ccc(N3CCOCC3)o2)C(=O)N1,18,-2,100,27,3.7,3,-12,0.8,-3.8,13,-0.1
